BAP1 block – inhibitors of BAP1 deubiquitinase, primary screen, biochemical, Ub-AMC fluorescence, kinetic; Ubiquitin carboxyl-terminal hydrolase BAP1 (Homo sapiens), Q92560; recombinant BAP1, Ub-AMC hydrolysis fluorescence kinetic; stronger effect = lower value; activity remaining (% of control), % at 20 µM; hit rate 0.48% among 72,000;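 active = activity remaining at or below 50% of control, provided the compound also passes the data quality filters; inactive = the rest, including low values that fail the filters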;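 also: 100% = DMSO wells rate and 0% = substrate alone blank rate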
HePTP inhibitor – inhibitors of human HePTP phosphatase, primary screen, biochemical, absorbance, leukemia target | recombinant HePTP phosphatase activity, OD absorbance | inhibition, % at 20 µM | hit rate 0.64% among 110,000; in the data active = inhibition above about 50%;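 also: plate controls were vehicle for no effect and reference inhibitor for full effect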
Target sequence (P35236 whole entry, looked up): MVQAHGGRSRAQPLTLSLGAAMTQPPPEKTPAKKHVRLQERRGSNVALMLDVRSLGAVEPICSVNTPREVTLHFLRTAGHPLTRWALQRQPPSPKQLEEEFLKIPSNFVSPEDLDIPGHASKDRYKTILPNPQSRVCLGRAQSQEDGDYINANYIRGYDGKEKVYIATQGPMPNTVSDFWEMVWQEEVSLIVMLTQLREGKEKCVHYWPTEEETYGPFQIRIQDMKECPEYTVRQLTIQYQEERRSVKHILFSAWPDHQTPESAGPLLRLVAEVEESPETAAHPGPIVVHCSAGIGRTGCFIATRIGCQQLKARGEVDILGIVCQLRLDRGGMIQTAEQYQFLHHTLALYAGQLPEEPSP
The depositor's hits bear a star; / = no result given; & = joins results of further samples. Compounds were not picked by outcome. About 0.83% of those tested had a hit in this group.

BAP1 block	HePTP inhibitor	Molecule
/	-15	O=C(O)CCn1c(SCCc2ccccc2)nc2ccccc21
72	-8	O=C(CN1CCC(n2nnc3cc(C(F)(F)F)ccc32)CC1)NCc1cccs1
89	6	CC(=O)c1c(C)[nH]c(C(=O)N2c3ccccc3CC2C)c1C (stereo not drawn)
84	-4	CCOc1ccc(NS(=O)(=O)c2ccc3[nH]cc(C(=O)NCC4CCCO4)c(=O)c3c2)cc1 (stereo not drawn)
/	-2	C=CCOC(=O)C1=C(C)NC(C)=C(C(=O)OCC=C)C1c1ccc(N(C)C)cc1
99	/	N=C(N)SCCc1cnc[nH]1
108	/	CCN(CC)c1nc(-c2ccccc2)nc2ccccc12
96	4	Cc1nc2c(C(=O)NCc3ccccc3)c[nH]n2c(=O)c1Cl
96	14	COCC(=O)NC(c1ccccc1)c1ccccc1
/	-7	O=C(CNc1n[nH]c(=O)[nH]c1=O)N/N=C/c1ccc(C(F)(F)F)cc1
/	7	CCOC(=O)c1ccc(P(=O)(C(C)(C)C)C(C)(C)C)cc1
/	-8	CCSc1nc(N)c(C#N)c(-c2ccccc2Cl)c1C#N
/	-19	O=C(O)c1ccc(NC(=S)N/C(=N/S(=O)(=O)c2ccc(Cl)cc2)c2ccccc2)cc1
101	5	COc1ccc(NC(=O)CCNS(=O)(=O)c2ccc3c(c2)c(=O)n(C)c(=O)n3C)cc1
67	7	CC(C(=O)N1CCCCC1)N1C(=O)c2ccccc2C1=O (stereo not drawn)
104	5	COc1ccc(C2(O)CCN(Cc3nnnn3Cc3ccc(C)cc3)CC2)cc1
103	/	CC1CC2C3CCC4=CC(=O)C=C[C@]4(C)[C@@]3(F)[C@@H](O)C[C@]2(C)[C@@]1(O)C(=O)CO (stereo partly drawn)
/	-11	Cc1ccccc1C(=O)Nc1ccc([N+](=O)[O-])cn1
78	/	CN(C)c1ccc(C=Nc2sc3c(c2C#N)CCCC3)cc1
91	-10	Cc1ccccc1-n1c(Cn2c(=O)sc3ccccc32)nnc1SCC(=O)Nc1nccs1

Fetched one by one from the entries so far:
BAP1 block	HePTP inhibitor	Molecule
/	-2	C=CCOC(=O)C1=C(C)NC(C)=C(C(=O)OCC=C)C1c1ccc(N(C)C)cc1
89	6	CC(=O)c1c(C)[nH]c(C(=O)N2c3ccccc3CC2C)c1C (stereo not drawn)
/	-7	O=C(CNc1n[nH]c(=O)[nH]c1=O)N/N=C/c1ccc(C(F)(F)F)cc1
/	-11	Cc1ccccc1C(=O)Nc1ccc([N+](=O)[O-])cn1
103	/	CC1CC2C3CCC4=CC(=O)C=C[C@]4(C)[C@@]3(F)[C@@H](O)C[C@]2(C)[C@@]1(O)C(=O)CO (stereo partly drawn)
104	5	COc1ccc(C2(O)CCN(Cc3nnnn3Cc3ccc(C)cc3)CC2)cc1
84	-4	CCOc1ccc(NS(=O)(=O)c2ccc3[nH]cc(C(=O)NCC4CCCO4)c(=O)c3c2)cc1 (stereo not drawn)

The list continues.
BAP1 block	HePTP inhibitor	Molecule
99	5	Cc1onc(-c2ccccc2)c1C(=O)NCc1ccco1
95	-5	c1ccc(Cn2nnnc2C(c2cccs2)N2CCCCCC2)cc1 (stereo not drawn)
/	-2	CCCCNC(=O)c1cc2nc(-c3ccc(OCC)cc3)cc(C)n2n1
/	-8	CC(C)C(=O)Nc1nnn(C)n1
/	-26	O=C1CC(N2CCC(Cc3ccccc3)CC2)C(=O)N1c1cccc(Cl)c1 (stereo not drawn)
56	9	CC1=C(C(=O)OC(C)C)C(C)C(C(=O)OC(C)C)=C(C)N1
103	-7	CC(C)Oc1ccc(C2NC(=O)NC2=O)cc1 (stereo not drawn)
/	2	CC(NC(=O)/C(C#N)=C/c1ccc(N(C)C)cc1)c1ccccc1 (stereo not drawn)
/	6	O=C(c1sc2ccccc2c1Cl)N1CCN(C/C=C/c2ccccc2)CC1
100	1	CN(C(=O)CN1CCC(NC(=O)C2CCCCC2)CC1)C1CCCCC1
96	2	CCOC(=O)C1CCCN(c2c(NCCCN3CCCC(C)C3)c(=O)c2=O)C1 (stereo not drawn)
/	7	CCOC(=O)N1CCN(C(=O)Nc2ccc3nc(-c4ccccc4)c(-c4ccccc4)nc3c2)CC1
/	2	O=c1/c(=C/C=C/c2ccccc2Cl)sc2nc3ccccc3n12
109	5	CC(C)C1=C2CCCCC2NC(=O)N1 (stereo not drawn)
73	9	Fc1cccc(-c2cc3nc4c(c(N5CCOCC5)n3n2)CCCC4)c1
75	8	O=C(Cn1nnc(-c2ccc(S(=O)(=O)N3CCCC3)cc2)n1)Nc1ccccc1-n1cccc1
52	-14	CN1C(=O)N(C)C2(c3ccccc3)NC(=O)NC12c1ccccc1 (stereo not drawn)
62	9	COc1ccc2nc(NC(=O)c3cnccn3)sc2c1
/	7	Nc1ncc(Cc2ccc(F)cc2)s1
/	8	O=C1/C(=C/C(Cl)=C/c2ccc([N+](=O)[O-])cc2)SC(=S)N1c1ccc(O)cc1
/	9	O=C(c1cccc(Br)c1)N1CCCCC1
99	-10	Cc1c(S(=O)(=O)Nc2ccc3c(c2)OCCO3)c(=O)n(C)c(=O)n1C
/	17	CC(=O)Nc1ccc(S(=O)(=O)Nc2nc3n(n2)C(c2ccccc2)CC(=O)N3)cc1 (stereo not drawn)
/	-6	O=C(Nc1cccc(C(F)(F)F)c1)c1ccc(I)cc1
108	4	CN(C1CCCCC1)S(=O)(=O)c1ccc(S(=O)(=O)N2CCCC2)cc1
164	15	CCOc1ccc2c(c1)sc1nc(C(=O)OC)cc(=O)n12
/	6	CN1CCN(C(=O)c2cc3c(ccc4ccccc43)oc2=O)CC1
86	4	O=C(Cc1c(F)cccc1Cl)NCC1CCCO1 (stereo not drawn)
87	4	CCOCC(=O)NCc1ccc2c(c1)cc(C)n2C
98	12	O=C(Cn1cnc2c(cnn2-c2ccc(F)cc2)c1=O)OCc1ccccc1

One compound at a time, as listed above. Order of screens: BAP1 block, HePTP inhibitor
COc1ccc2nc(NC(=O)c3cnccn3)sc2c1 reads 62, 9
CCN(CC)c1nc(-c2ccccc2)nc2ccccc12 reads 108, /

Later entries.
BAP1 block	HePTP inhibitor	Molecule
102	6	O=C(C1CCC1)N(CCc1ccccc1)Cc1nc2ccccc2c(=O)[nH]1
/	-16	CC(C)c1ccc(/C=C2/SC(=S)N(c3cccc(Cl)c3)C2=O)cc1
/	-7	O=C(NC1CCS(=O)(=O)C1)/C(=C\c1ccc(Br)cc1)NC(=O)c1ccccc1 (stereo not drawn)
90	5	COc1cccc(-c2nc(S(=O)(=O)c3ccccc3)c(N3CCOCC3)o2)c1
/	7	CCOC(=O)c1c(C)[nH]c(C(=O)COC(=O)c2ccccc2NC(=O)c2ccco2)c1C
87	12&5	C=C1CSc2nc(=O)c3c4c(sc3n21)CCCC4
/	4	O=C(N/N=C\c1cn(-c2ccccc2)nc1-c1ccccc1)c1ccc(Br)cc1
101	3	O=C1CC(c2ccccc2)CC(O)=C1C=NCCCN1CCOCC1 (stereo not drawn)
120	-6	Cc1occc1C(=O)Nc1cccc(C(=O)NCc2ccccc2)c1
56	/	COc1cc2c(cc1OC)-c1nnc(-c3cccs3)n1C1(CCCC1)C2

Sorted by number of heavy atoms (lowest first): part of the list above.
BAP1 block	HePTP inhibitor	Molecule
87	12&5	C=C1CSc2nc(=O)c3c4c(sc3n21)CCCC4
101	3	O=C1CC(c2ccccc2)CC(O)=C1C=NCCCN1CCOCC1 (stereo not drawn)
/	4	O=C(N/N=C\c1cn(-c2ccccc2)nc1-c1ccccc1)c1ccc(Br)cc1

Additional compounds follow.
BAP1 block	HePTP inhibitor	Molecule
/	8	Cc1ccc(/C=C2\SC(=S)N(Nc3ccccc3)C2=O)o1
/	-10	O=C1N=c2ccccc2=C1c1sc(=S)n(NC(=O)c2ccccc2Br)c1O
/	1	COC(=O)CCC(=O)Nc1cc(C)ccc1C
/	9	O=C1C(=Cc2ccc(O)c(Cl)c2)C(=O)c2ccccc21
108	7	CC1(C)Nc2ccc(O)cc2-c2c1ssc2=S
88	-11	CCOC(=O)C1CCN(C(=O)C2CCN(S(=O)(=O)c3c(C)noc3C)CC2)CC1
99	-6	CCCCn1c(SCC(=O)N2CC(=O)Nc3ccccc32)nnc1-c1ccoc1C
100	-7	COc1cccc(Oc2cn[nH]c2-c2ccc(O)cc2O)c1
/	9	CCOC(=O)C1=C(C)N=c2s/c(=C\c3cccc([N+](=O)[O-])c3)c(=O)n2C1c1cccc(OC)c1 (stereo not drawn)
/	-9	O/N=C1/C2C3CC4C2/C(=N\O)C2C1C3C42 (stereo not drawn)
/	0	COc1ccc(NC(=O)c2nc[nH]c2C(=O)Nc2ccc(OC)cc2)cc1
/	3	O=C1C2ON(c3ccc(Cl)cc3)C(c3ccc(F)cc3)C2C(=O)N1c1ccccc1 (stereo not drawn)
/	-15	CCOc1ccc(NC(=O)/C(C#N)=C\c2c(C)[nH]c3ccccc23)cc1
/	8	CC1CCN(C(=O)COc2ccc(-c3ccccc3)cc2)CC1
/	5	C/C(=N\N=C(/N)SC1CC(=O)N(c2cccc(Cl)c2)C1=O)c1ccc(F)cc1 (stereo not drawn)
/	5	Cc1ccc(NC(=O)c2ccc(S(=O)(=O)N3CCCCC3)cc2)c(C(=O)c2ccccc2)c1
97	-3	CCCc1cc(=O)n2[nH]c(C)nc2n1
/	5	COCCCn1c2nc3ccccc3nc2c2c(=O)n(-c3ccccc3OC)cnc21
93	-5	O=C(CN1C(=O)CCSc2ccccc21)Nc1ccccc1
/	-2	CCNc1nc(NCC)nc(OCCNS(=O)(=O)c2cc(C)ccc2C)n1
91	0	CCCCNCCCOc1cccc(Cl)c1
122	2	O=C(CSCSCC(=O)NCC1CCCO1)NCC1CCCO1 (stereo not drawn)
/	-11	Cc1nc2c(C)cccc2c2c1CC(C(C)(Cl)Br)O2 (stereo not drawn)
95	-10	CCCn1nc(NS(C)(=O)=O)c2cc3cccc(C)c3nc21
98	11&-1	O=C(COc1ccccc1)Nc1nn[nH]n1
/	3	CCOc1cc(/C=c2/sc3nc4ccccc4n3c2=O)ccc1OS(=O)(=O)c1ccc(C)cc1
106	10	COc1cccc(C(CC(=O)NCCN2CCOCC2)NS(=O)(=O)c2ccc(C)cc2)c1OC (stereo not drawn)
82&95	/	CC(=O)OCC1=C(C(=O)O)N2C(=O)[C@@H](NC(=O)Cc3cccs3)[C@H]2SC1
138	/	CC(=O)N/C(N)=N/c1nc(=O)c2ccccc2s1
73	-2	O=C(C1CCCCC1)N1CCC(c2nc3c(nnn3Cc3c(F)cccc3Cl)c(=O)[nH]2)CC1
68	3	COc1ccc(-c2nc(CSCC(=O)N3CCc4ccccc43)c(C)o2)cc1OC
/	-16	COc1ccc(C2=NN(c3nc(-c4ccc(OC)c(F)c4)cs3)C(c3ccc(OC)cc3)C2)cc1 (stereo not drawn)
109	8	Cc1ccc(S(=O)(=O)Cc2csc(N)n2)cc1
102	-1	COc1ccccc1CNC(=O)CCCn1c(=O)c2ccccc2n(CC(=O)NC2CCCC2)c1=O
97	/	COc1ccccc1NC(=O)c1c(NC(=O)C(C)C)sc2c1CCCC2
97	8	O=C(NCC(=O)N(CC1CCCO1)C(C(=O)NC1CCCCC1)c1ccc(F)cc1)c1ccco1 (stereo not drawn)
93	-6&-1	O=S(NCc1ccco1)C12CC3CC(CC(C3)C1)C2 (stereo not drawn)
/	6	CCC(C)c1ccc(NC(=O)c2oc3ccccc3c2C)cc1 (stereo not drawn)
94	-1	CCc1ccc(NS(=O)(=O)c2cc(OC)ccc2OC)cc1
133	3	COc1ccc(C(=O)NCCCCCC(=O)O)cc1OC
/	-4	Cc1c(NC(=S)NCc2ccco2)c(=O)n(-c2ccccc2)n1C
93	-8	Cc1nn(-c2ccccc2)c2[nH]c(=O)c(CNCCN3CCOCC3)cc12
67	/	CCOc1ccccc1C(=O)Nc1ccc(C)cn1
/	13	O=C(c1ccc([N+](=O)[O-])cc1Cl)N1CCc2ccccc21
/	-12	Cc1cc(Br)ccc1NC(=O)c1cccc([N+](=O)[O-])c1C
82	6	CCOC(=O)c1[nH]c2c(c1C)C(=O)CC(c1ccc(F)cc1)C2 (stereo not drawn)
/	-2	O=C(Cc1ccccc1)Nc1ccc(Cl)c(-c2nc3cc(Cl)ccc3o2)c1
116	7&-9	O=c1cc(-c2ccncc2)oc2ccccc12
98	18	Cn1c(=O)cc(OCC(=O)NCCCN2CCN(c3cccc(Cl)c3)CC2)c2ccccc21
/	-1	O=C(CCc1ccccc1)NCc1ccccc1Cl

Later entries:
BAP1 block	HePTP inhibitor	Molecule
76	1	CCOC(=O)c1c(NS(C)(=O)=O)sc2c1CCC(C)C2 (stereo not drawn)
/	3	c1ccc2c(c1)[nH]c1nc(SCCCN3CCOCC3)nnc12
/	5	COc1ccc(C(=O)NCCN2CCOCC2)cc1[N+](=O)[O-]
/	3	O=C(NCCCO)C(=O)Nc1cccc(C(F)(F)F)c1
/	-20	CC1(C)CC2CC(C)(CN2C(=O)c2cnn3c2NC(c2cccs2)CC3C(F)(F)F)C1 (stereo not drawn)
106	7	CCC(=O)N1CC(C)C(=O)Nc2ccccc21 (stereo not drawn)
114	23&7	CCCOC(=O)c1cccc(NC(=O)c2cccnc2)c1
/	7	O=C1CC(NCc2ccc(Cl)cc2)C(=O)N1c1ccc(F)cc1 (stereo not drawn)
355	/	COc1cccc(C(=O)Nc2nc3ccc4sc(C)nc4c3s2)c1

Screens as filed in PubChem.
